H9c2 TAG inh: inhibitors of triacylglycerol accumulation | actives 0.66% (n = 230,000) | H9c2 cells, Nile Red lipid (TAG) fluorescence; cells loaded with 200 µM oleic acid | inhibition, % at 12.5 µM;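 active = pattern-corrected inhibition of lipid staining of at least 50% with the nuclear-stain viability signal not falling by more than 50%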;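 note: 0% = DMSO wells and 100% = triacsin C control wells; some results filed as inactive read as strong as hits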
H9c2 TAG inh DAPI viability: recorded beside H9c2 TAG inh, whose call it bears; DAPI nuclei signal change (viability), lower = more cytotoxic, %;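 whole-well DAPI fluorescence read on a plate reader as a viability signal; minus 50 percent equals half of cells still viable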
* hit, by the source's call; & = joins results of further samples. Only part of the results is shown (hit frequency here may not be typical).

Below each SMILES – H9c2 TAG inh	H9c2 TAG inh DAPI viability
CCOC(=O)[C@@]1(C#N)C(c2ccc(Cl)c(Cl)c2)[C@H](C(N)=O)N2C=C(C(C)=O)C=C[C@H]21 (some centres not stated)
    2.3	-8.1
COC(=O)c1c2[n+](cc3cc(OC)c(OC)cc13)CCc1cc(OC)c(OC)cc1-2
    -13.8	6.0
Cc1ccc(N2C(=O)NC(=O)/C(=C/c3ccoc3)C2=O)cc1
    10.9	7.1
COc1ccc(CN2CCNCC2)c(OC)c1OC
    1.7&-9.7	-3.3&11.3
Cc1nc2cc([N+](=O)[O-])ccc2c(=O)n1-c1cccc(Br)c1
    -7.0	13.0
COC(=O)C1=C(c2ccc(-c3ccccc3)c(F)c2)C[C@@H]2CC[C@H]1N2C(=O)NCC1CC1
    -36.6	1.3
COC(=O)C1=C(c2ccc(F)cc2OCc2ccccc2)C[C@@H]2CC[C@H]1N2C(=O)NC1CCCCC1
    -5.1	-8.7
CC(C)(C)c1ccc(O)c(CN2CCN(c3ccccc3)CC2)c1
    -23.9	2.9
O=c1[nH]c(=O)n(CCC2=CCCCC2)c(O)c1C=NCCN1CCNCC1
    -2.7	6.0
O=C(NCCCn1ccnc1)C(Cl)(Cl)Cl
    -10.7	11.6

Carrying on.
Below each SMILES – H9c2 TAG inh	H9c2 TAG inh DAPI viability
C[C@]12CCC3C(CC[C@H]4C[C@@H](O)CC[C@]34C)C1[C@H]1CN=N[C@H]1[C@@H]2O (some centres not stated)
    6.9	-4.2
COc1ccc(C)cc1NC1=NCCCS1
    0.0	2.0
CCc1ccc(OCC(=O)N2CCN(Cc3ccc4c(c3)OCO4)CC2)cc1
    9.3	-5.2
COC(=O)C1=C(c2cccc(C#N)c2)C[C@@H]2CC[C@H]1N2C(=O)NCCOc1ccccc1
    -13.0	-1.3
COC(=O)CSC1=NP(=S)(SCC(=O)OC)N2CCCC2=C1C#N (configuration not stated)
    6.9	-15.0
N#Cc1ccc(/C=C/C(=O)O)cc1
    -9.3	-1.6
O=C(C1CCC(=O)N1Cc1ccc(F)cc1)N1CCC2(CC1)OCCO2 (configuration not stated)
    -0.2	10.3
N#CCCn1cc(C(=O)Nc2ccc([N+](=O)[O-])cc2)c(-c2ccc3c(c2)OCCO3)n1
    2.4	0.2
COc1ccc(CNCCc2c[nH]c3ccccc23)c(OC)c1OC
    -0.1	6.1
CC12CN3CN(C1)CC(c1ccccc1)(C3)C2=O
    5.0	-10.1

Next results follow:
Below each SMILES – H9c2 TAG inh	H9c2 TAG inh DAPI viability
CN(C)C(=O)Oc1cccc(NC(=O)c2ccccc2C(F)(F)F)c1
    3.1	-2.4
NCCCCCC(=O)OC1N=C(c2ccccc2Cl)c2cc(Br)ccc2NC1=O (configuration not stated)
    7.1	9.0
Cc1cccc(OCCn2cccc2/C=C2/C(=O)NC(=O)N(Cc3ccco3)C2=O)c1
    -3.8	-2.2
CCN1CCN(C(=O)COc2ccc3oc4c(c3c2)CCCC4)CC1
    6.4	0.1
C[C@@H]1CC2C3CC=C4C[C@@H](O)CC[C@]4(C)C3CC[C@]2(C)[C@H]1O (some centres not stated)
    -4.8	-3.7
COC(=O)C1=C(c2ccc(F)cc2F)C[C@@H]2CC[C@H]1N2C(=O)NC1Cc2ccccc2C1
    -7.8	5.9
CNC(=O)Oc1ccc2c(c1)C(=O)c1ccccc1CO2
    6.8	12.3
CC1(C)C(=O)CC[C@@]2(C)C1=CCC1C2CC[C@]2(C)C(=O)CCC12 (some centres not stated)
    -4.1	-3.5
CCCc1nnc(NC(=O)CCC(=O)N2CCC3(CC2)OCCO3)s1
    -5.0	-2.9
Cc1cc(N(CCCl)CCCl)ccc1/C=N/N=C(\N)c1cnccn1
    -2.9	11.4

Other structures follow:
Below each SMILES – H9c2 TAG inh	H9c2 TAG inh DAPI viability
CCOC(=O)C1=C(C)OC(N)=C(C(=O)OCC)C12C(=O)Nc1ccc(Br)cc12 (configuration not stated)
    -5.5	-0.5
Cc1ccc(CN2CCN(Cc3ccccc3F)CC2)cc1
    -16.5	15.7
Clc1ccc(C(c2ccc(Cl)cc2)n2cc[n+](CC(OCc3ccc(Cl)cc3Cl)c3ccc(Cl)cc3Cl)c2)cc1 (configuration not stated)
    132.6	-74.3
CC1([N+](=O)[O-])COP(=O)(NC2CCCC2)OC1 (configuration not stated)
    3.7	-2.7
Brc1cccc(CNCCc2ccc3c(c2)OCO3)c1
    6.9	7.4

Bioassay records from PubChem BioAssay.
